A3A deaminase = blocks human APOBEC3A ssDNA deamination. inhibition, % at 20 µM. recombinant A3A, FAM/TAMRA ssDNA deamination fluorescence. P31941. 0.41% of 330,000 active. AID 493011;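 active = at least 40% inhibition at 20 µM here, with at most 30% in a related deaminase screen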;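 note: plate controls were A3A with DMSO for no effect and wells lacking A3A enzyme for full effect; some results filed as inactive read as strong as hits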
Target sequence (P31941 whole entry, looked up): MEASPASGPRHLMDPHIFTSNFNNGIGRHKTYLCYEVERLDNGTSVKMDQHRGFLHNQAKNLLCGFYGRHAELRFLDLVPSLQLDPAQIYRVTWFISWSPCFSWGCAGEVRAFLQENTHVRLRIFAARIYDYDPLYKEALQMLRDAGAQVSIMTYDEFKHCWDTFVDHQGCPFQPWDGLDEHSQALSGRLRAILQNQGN
A3G deaminase = blocks human APOBEC3G single-stranded DNA deamination | Q9HC16 | recombinant A3G, ssDNA deamination FAM/TAMRA fluorescence | inhibition, % at 20 µM | 0.28% of 330,000 active;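 active = inhibition of at least 40% at 20 µM, with no more than 30% in the related APOBEC3A deaminase screen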;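 note: plate controls were DMSO wells with A3G for no effect and wells lacking A3G enzyme for full effect; some compounds called inactive have numbers as strong as hits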
mIAP activ = increases mouse intestinal alkaline phosphatase activity. 0.24% of 330,000 active. muIAP, CDP-Star luminescence, 30 min; hits give high values; 1 = vehicle-only enzyme signal, 0 = enzyme-free wells. activation factor at 10 µM;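 active = activation factor of at least 2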; note: the source names both 10 and 20 µM as test concentration; values of inactives mirror those of a sister screen read the other way
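Assay system: mouse IAP enzyme; reagent: chemiluminescent substrate CDP-Star; dosing: test compounds delivered from DMSO solution; schedule: 30 min at room temperature; measured by: luminescence from enzymatic CDP-Star hydrolysis; controls: DMSO-only wells and no-enzyme negative control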
mIAP inh = blocks mouse intestinal alkaline phosphatase. purified mouse IAP, CDP-Star luminescence, 30 min. inhibition, % at 10 µM. 0.2% of 330,000 active. AID 2806;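 active = inhibition of at least 40% at 10 µM in the primary screen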;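 note: plate controls were DMSO with enzyme for no effect and no enzyme wells for full effect; values of inactives mirror those of a sister screen read the other way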
hIAP block = blocks human intestinal alkaline phosphatase; AID 2544; 0.12% of 330,000 active; purified IAP, CDP-Star luminescence, 30 min; inhibition, % at 10 µM; P09923;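 active = inhibition reaching a set limit with compound at 10 µM in the primary screen, cut at about 35% in these data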;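 note: plate controls were DMSO wells with enzyme for no effect and no-enzyme buffer wells for full effect; values of inactives mirror those of a sister screen read the other way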
Target sequence (P09923 whole entry, looked up): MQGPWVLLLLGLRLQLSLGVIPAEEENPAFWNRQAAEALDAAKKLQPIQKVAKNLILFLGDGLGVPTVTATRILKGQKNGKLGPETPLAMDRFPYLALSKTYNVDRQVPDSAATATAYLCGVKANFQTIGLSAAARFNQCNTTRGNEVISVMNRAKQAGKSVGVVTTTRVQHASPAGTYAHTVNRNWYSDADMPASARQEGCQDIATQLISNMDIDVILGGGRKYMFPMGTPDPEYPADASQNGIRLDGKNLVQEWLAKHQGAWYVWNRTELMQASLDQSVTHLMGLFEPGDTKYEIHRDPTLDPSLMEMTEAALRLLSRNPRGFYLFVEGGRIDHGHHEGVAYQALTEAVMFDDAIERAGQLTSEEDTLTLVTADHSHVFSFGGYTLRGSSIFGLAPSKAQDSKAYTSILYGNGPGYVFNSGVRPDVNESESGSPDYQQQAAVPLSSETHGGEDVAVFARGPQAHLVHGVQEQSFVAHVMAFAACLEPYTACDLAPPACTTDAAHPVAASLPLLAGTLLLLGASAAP
hIAP act = human IAP activation; P09923; purified human IAP, CDP-Star luminescence, 30 min; hits give high values; 1 = vehicle-only enzyme, 0 = enzyme-free background; activation factor at 10 µM; 0.16% of 330,000 active;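 active = activation factor of the enzyme at least 2-fold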; note: the source names both 10 and 20 µM as test concentration; values of inactives mirror those of a sister screen read the other way
MIN6 prolif = induces beta-cell replication in MIN6 cells; MIN6 cells proliferation, ATPlite luminescence, 48 h; cells starved in 0.2% serum; 100% = growth in 10% serum; proliferation, % at 10 µM; 0.29% of 330,000 active;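 active = compounds whose signal lies at least 3.5 SD above the mean of all wells on their plate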;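 note: 0% = DMSO-treated cells in low-serum medium and 100% = 10% serum control; some compounds called inactive have numbers as strong as hits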
NALP3 yeast inh = inhibitors of NALP3 inflammasome in yeast; Yeast reconstituted NLRP3/ASC/caspase-1, beta-gal luminescence, 24 h; inhibition, % at 10 µM; 0.39% of 330,000 active;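 active = inhibition of 50% or more; inactive = inhibition below 50%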;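 note: plate controls were induced DMSO wells for no effect and uninduced yeast grown without galactose for full effect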
SENP1 inh = SENP1 (human) catalytic domain inhibition; 0.21% of 360,000 active; AID 624204; Q9P0U3; recombinant SENP1 catalytic domain, CyPet-SUMO1-YPet FRET cleavage; inhibition, % at 10 µM;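 active = inhibition at least 30% at 10 µM, raw YFP signal under a set limit, fluorescence ratio 0.5 to 1.5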;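 note: 0% = enzyme with DMSO and 100% = no enzyme wells; some results filed as inactive read as strong as hits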
Target sequence (Q9P0U3 419-644 limits assumed): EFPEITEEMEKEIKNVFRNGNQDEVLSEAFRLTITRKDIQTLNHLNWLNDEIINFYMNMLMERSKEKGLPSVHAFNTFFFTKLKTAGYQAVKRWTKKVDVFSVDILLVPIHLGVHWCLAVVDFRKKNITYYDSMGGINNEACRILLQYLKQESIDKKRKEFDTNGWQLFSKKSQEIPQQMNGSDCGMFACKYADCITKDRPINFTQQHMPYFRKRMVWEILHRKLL
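Assay system – human recombinant His6-tagged SENP1 catalytic domain enzyme · Input – SENP1 enzyme, 20 pM final · Buffer or medium – Tris pH 8 buffer plus EDTA, NaCl, BME, BSA, NP40, catalase · Schedule – 50 min reaction at room temperature · Technique – FRET read of cyan and yellow fluorescence · Control set – no-enzyme wells low, DMSO-plus-enzyme wells high control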
Numbers without * were called inactive; · = not tested or not shown.

SMILES | A3A deaminase | A3G deaminase | mIAP activ | mIAP inh | hIAP block | hIAP act | MIN6 prolif | NALP3 yeast inh | SENP1 inh
O=C(CSc1nc2c([nH]c3ccccc32)c(=O)n1-c1cccc(Cl)c1)N1CCOCC1 | 1 | -5 | 0.93 | 7 | 6 | 0.94 | 2 | 10 | 3
CCc1cc2cc3c(cc2nc1SCC(=O)Nc1c[nH]c(=O)[nH]c1=O)OCO3 | 1 | -8 | 0.99 | 1 | -29 | 1.3 | -1 | 9 | -1
Cc1ccc(N=C2C(=O)Nc3ccc(Br)cc32)cc1 | -8 | -9 | 1 | 0 | -3 | 1 | -6 | 11 | -1
COc1cccc(C2C(C(=O)c3cc4ccccc4o3)=C(O)C(=O)N2c2cc(C)on2)c1 (configuration not stated) | -2 | 1 | 0.98 | 2 | 0 | 1 | -3 | 10 | -113
CN(C)S(=O)(=O)c1ccc(C(=O)N2CCCC2c2nc3ccccc3s2)cc1 (configuration not stated) | -3 | -4 | 1 | -2 | -5 | 1 | -1 | 13 | 2
C/C(CC(=O)Nc1ccccn1)=N\NC(=O)C(=O)Nc1ccccc1C | 0 | -4 | 0.76 | 24 | -16 | 1.2 | -1 | -2 | 0
COc1ccc(C(=O)N(Cc2ccccc2)c2cccc(C)c2)cc1 | -5 | -4 | 1 | 0 | -8 | 1.1 | 1 | -20 | 1
CNc1ncc(C(=O)c2ccc(-c3ccccc3)cc2)s1 | -2 | -2 | 1.1 | -5 | -12 | 1.1 | -3 | 25 | 1
COc1ccc(NS(=O)(=O)c2ccc(-c3coc(C)n3)cc2)c(OC)c1 | -2 | -2 | 0.98 | 2 | 29 | 0.71 | 2 | -5 | 1
CCCC(C(=O)NCCC(C)C)N(Cc1ccccc1)C(=O)c1snc(C(N)=O)c1N (configuration not stated) | -1 | -4 | 1 | -3 | -1 | 1 | -2 | 2 | -12
O=C(Nc1ccc(NC(=O)c2cccs2)cc1)c1ccc2ccccc2c1 | -4 | -3 | 0.97 | 2 | -11 | 1.1 | -3 | -6 | 1
CCCC(=O)NC(C)C(c1cccs1)N1CCN(C)CC1 (configuration not stated) | 2 | 0 | 1.1 | -6 | 11 | 0.89 | -2 | 8 | 1
CC1CC(C)(C)NC(=S)N1CCCC(=O)NCCc1ccc(Cl)cc1 (configuration not stated) | -12 | -4 | 1.2 | -15 | -15 | 1.2 | -1 | 5 | 2
O=C(Nc1nc(COc2ccccc2)cs1)c1ccccc1F | 3 | -4 | 1 | -2 | 4 | 0.95 | 0 | 30 | 3
CC(C)N(C(=O)[C@H]1C[C@H](CC(=O)NCCCN(C)C)C(=O)N2CCc3c([nH]c4cc(CCC(=O)N(C)C)ccc34)[C@]12C)C(C)C | 2 | 4 | 1.1 | -15 | · | · | · | · | 0
O=C(CN1C(=O)NC2(CCCC2)C1=O)OCc1ccc(F)cc1 | -3 | -7 | 0.98 | 2 | 22 | 0.78 | 2 | 22 | 2
COc1cccc(CN(C)C(=O)COc2ccc(C(=O)c3ccc(Cl)cc3)cc2)c1OC | 4 | 3 | 1 | 0 | 13 | 0.87 | -2 | 10 | 0
O=c1oc2ccccc2c2c1nnn2CCO | -2 | -4 | 0.98 | 2 | 0 | 1 | 1 | -7 | 0
CCCC(=O)NC(c1ccc(OC)cc1)c1ccc2cccnc2c1O (configuration not stated) | 0 | -11 | 0.97 | 3 | -26 | 1.3 | -6 | 3 | 2
CC1CCCN(C2(O)C(=O)Nc3ccc([N+](=O)[O-])cc32)C1 (configuration not stated) | -5 | -10 | 0.91 | 9 | 9 | 0.91 | 0 | 7 | 4
O=C(/C=C/c1ccco1)NC(=S)Nc1cccc(C(=O)O)c1 | 84 | 53 | 0.52 | 48* | 17 | 0.83 | -2 | 2 | 0
COc1ccc(-c2nnn(CC(=O)N(CC(=O)NC3CCCC3)Cc3ccco3)n2)cc1OC | -3 | -15 | 1.1 | -12 | -23 | 1.2 | 1 | 5 | 1
O=C(NC1CCCCC1)N(CCO)Cc1cc2cc3c(cc2[nH]c1=O)OCCO3 | -2 | -8 | 0.91 | 9 | -2 | 1 | -1 | -19 | 5
COc1cccc(NC(=O)Nc2cccn(Cc3ccc(C)cc3)c2=O)c1 | -4 | -3 | 1.2 | -19 | -30 | 1.3 | -5 | 23 | 3
Cn1c(=O)n(CC(=O)O)c(=O)c2c1nc1n2CCCN1Cc1ccccc1 | 4 | 7 | 1 | 0 | -1 | 1 | -4 | 14 | 4

Full records from above. Screens in order: A3A deaminase | A3G deaminase | mIAP activ | mIAP inh | hIAP block | hIAP act | MIN6 prolif | NALP3 yeast inh | SENP1 inh
`COc1cccc(NC(=O)Nc2cccn(Cc3ccc(C)cc3)c2=O)c1` across the screens: -4 | -3 | 1.2 | -19 | -30 | 1.3 | -5 | 23 | 3
`O=C(CN1C(=O)NC2(CCCC2)C1=O)OCc1ccc(F)cc1` across the screens: -3 | -7 | 0.98 | 2 | 22 | 0.78 | 2 | 22 | 2
`O=C(Nc1nc(COc2ccccc2)cs1)c1ccccc1F` across the screens: 3 | -4 | 1 | -2 | 4 | 0.95 | 0 | 30 | 3
`CCc1cc2cc3c(cc2nc1SCC(=O)Nc1c[nH]c(=O)[nH]c1=O)OCO3` across the screens: 1 | -8 | 0.99 | 1 | -29 | 1.3 | -1 | 9 | -1
`COc1ccc(C(=O)N(Cc2ccccc2)c2cccc(C)c2)cc1` across the screens: -5 | -4 | 1 | 0 | -8 | 1.1 | 1 | -20 | 1

Other structures.
SMILES | A3A deaminase | A3G deaminase | mIAP activ | mIAP inh | hIAP block | hIAP act | MIN6 prolif | NALP3 yeast inh | SENP1 inh
COc1ccc(CCNC(=S)Nc2ccc(C(C)C)cc2)cc1 | -1 | -3 | 1.8 | -84 | -15 | 1.1 | -6 | 22 | 2
Cc1onc(-c2c(Cl)cccc2Cl)c1NC(=O)NC1CCSC1 (configuration not stated) | -4 | -8 | 1.1 | -10 | 1 | 0.99 | -3 | 18 | 1
COc1cccc(CNCc2ccco2)c1O | -6 | -6 | 1.1 | -7 | -11 | 1.1 | -3 | -1 | 1
S=C(Nc1ccccc1Cl)NC1CCN(Cc2ccccc2)CC1 | 1 | -9 | 1.1 | -11 | 3 | 0.97 | -1 | 13 | 0
CCOC(=O)c1cc(-c2cccs2)[nH]n1 | 0 | -3 | 0.89 | 11 | -16 | 1.2 | 0 | -7 | 2
CC(C)(C)NCc1cc2ccccc2[nH]c1=O | -14 | -4 | 1 | -1 | 1 | 0.99 | -3 | -1 | 1
COc1ccc(C(C)=O)cc1CSc1ccccn1 | -3 | -4 | 1.1 | -9 | 4 | 0.96 | 0 | 3 | -1
CN(C)N=C1c2cc(S(=O)(=O)N3CCOCC3)ccc2-c2ccc(S(=O)(=O)N3CCOCC3)cc21 | 2 | -5 | 0.89 | 11 | 3 | 0.97 | 0 | 11 | 4
CCc1cc2c3c(c1)C(C)CC(C)(C)N3C(=O)/C2=C1\SC(=O)NC1=O (configuration not stated) | -3 | -3 | 0.92 | 8 | 4 | 0.96 | -3 | 18 | 2
O=c1cc(CO)oc(C(Nc2cccc([N+](=O)[O-])c2)c2ccccn2)c1O (configuration not stated) | -2 | -4 | 1.1 | -10 | -6 | 1.1 | 1 | 19 | -77
CC(Cc1ccccn1)NC(=O)c1ccc(OC2CCN(Cc3ccccn3)CC2)cc1 (configuration not stated) | -5 | -6 | 1.1 | -5 | -14 | 1.1 | -2 | 25 | -16
Cc1nc2cc(C(=O)NCCN3CCOCC3)ccc2n1-c1ccc(F)cc1F | -3 | -3 | 1.1 | -5 | 22 | 0.78 | 0 | 8 | 2
COc1ccc(C2=C3C(=O)OCC3Cc3ncn(Cc4ccccc4)c32)cc1 (configuration not stated) | -5 | -9 | 1 | -3 | -2 | 1 | 1 | 3 | 0
O=C(Nc1nc2ccccc2c(=O)[nH]1)c1ccccc1SCc1ccccc1 | -2 | -5 | 0.91 | 9 | -17 | 1.2 | -1 | 20 | 2
COc1ccc(S(=O)(=O)N2CCN(C(c3ccccc3)c3ccccc3)CC2)cc1NC(C)=O | -2 | -6 | 0.97 | 3 | -17 | 1.2 | -6 | 3 | 1
CN(C)c1ccc(/C=C2/C=C(c3ccc4c(c3)CCCC4)OC2=O)cc1 | 6 | 0 | 0.67 | 33 | 43* | 0.57 | -6 | 41 | 27
COc1cc(NC(=O)CS(=O)(=O)c2ccc(C)cc2)cc(OC)c1OC | 0 | -1 | 1.1 | -7 | -18 | 1.2 | 1 | 4 | -1
O=[N+]([O-])c1cccc(/C=N/Nc2nc(N3CCOCC3)nc(N3CCOCC3)n2)c1 | -4 | -9 | 0.94 | 6 | 12 | 0.88 | -2 | 12 | 2
CCN1CCN(Cc2ccc(NC(=O)Nc3ccc(OC)cc3)cc2)CC1 | 4 | -1 | 1.1 | -14 | -15 | 1.1 | -5 | 0 | 3
Cc1ccc(SCCNC(=O)CN2C(=O)c3ccccc3S2(=O)=O)cc1 | -4 | -3 | 1.1 | -14 | 8 | 0.92 | 0 | 9 | 2
CCS(=O)(=O)c1ccc2oc(SCC(=O)NCCc3ccc(OC)cc3)nc2c1 | -5 | -10 | 1.1 | -15 | -14 | 1.1 | -1 | 8 | 1
Nc1ccn(CC(=O)N[C@H](CO)Cc2c[nH]c3ccccc23)c(=O)n1 | 0 | -2 | 0.99 | 1 | 8 | 0.92 | 1 | 2 | 0
Fc1cccc(/C=N/NC(=S)Nc2ccccc2Cl)c1 | 2 | -6 | 1 | 0 | 8 | 0.93 | -3 | 28 | 0
O=C(NC1CC1)c1ccc2c(c1)S(=O)(=O)c1cc(Cl)ccc1C2=O | -4 | -7 | 0.85 | 15 | 15 | 0.85 | -7 | 17 | ·
NNC(=O)c1cc2ccccc2[nH]1 | 4 | -9 | 1 | -4 | 4 | 0.96 | 0 | 1 | 0

Already shown: entries from further up.
SMILES | A3A deaminase | A3G deaminase | mIAP activ | mIAP inh | hIAP block | hIAP act | MIN6 prolif | NALP3 yeast inh | SENP1 inh
Nc1ccn(CC(=O)N[C@H](CO)Cc2c[nH]c3ccccc23)c(=O)n1 | 0 | -2 | 0.99 | 1 | 8 | 0.92 | 1 | 2 | 0
Fc1cccc(/C=N/NC(=S)Nc2ccccc2Cl)c1 | 2 | -6 | 1 | 0 | 8 | 0.93 | -3 | 28 | 0
O=C(NC1CC1)c1ccc2c(c1)S(=O)(=O)c1cc(Cl)ccc1C2=O | -4 | -7 | 0.85 | 15 | 15 | 0.85 | -7 | 17 | ·
NNC(=O)c1cc2ccccc2[nH]1 | 4 | -9 | 1 | -4 | 4 | 0.96 | 0 | 1 | 0

mIAP inh: entries above that show a hit
smiles,A3A deaminase,A3G deaminase,mIAP activ,mIAP inh,hIAP block,hIAP act,NALP3 yeast inh,SENP1 inh
O=C(/C=C/c1ccco1)NC(=S)Nc1cccc(C(=O)O)c1,84,53,0.52,48*,17,0.83,2,0

This is a subset; the hit share may differ from the screen's.
